NR2E3 ag-1: activates human photoreceptor nuclear receptor NR2E3 | inhibition of corepressor binding, % at 4.78 µM | AID 2300 | GST-NR2E3/biotin-RetCOR TR-FRET, 1536-well | 0.12% of 320,000 active | Q9Y5X4;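 active = percent inhibition above the cutoff of mean plus 3 SD of all tested compounds, set per screening campaign, cut at about 20% in these data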;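 note: 0% = DMSO wells and 100% = biotin wells as full block of FRET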
Target sequence (Q9Y5X4 whole entry, looked up): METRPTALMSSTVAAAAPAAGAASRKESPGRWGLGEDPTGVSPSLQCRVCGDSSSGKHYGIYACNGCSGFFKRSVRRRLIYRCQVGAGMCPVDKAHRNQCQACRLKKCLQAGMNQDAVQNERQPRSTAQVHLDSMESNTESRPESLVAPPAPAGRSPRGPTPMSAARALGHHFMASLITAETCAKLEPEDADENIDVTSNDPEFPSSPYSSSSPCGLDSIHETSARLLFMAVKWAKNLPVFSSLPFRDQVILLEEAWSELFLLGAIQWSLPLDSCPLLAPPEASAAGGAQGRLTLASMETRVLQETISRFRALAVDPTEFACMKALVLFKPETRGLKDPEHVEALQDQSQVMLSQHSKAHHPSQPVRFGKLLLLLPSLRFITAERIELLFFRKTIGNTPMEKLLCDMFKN
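Test system – NR2E3–RetCOR corepressor complex · Quantity – NR2E3 fusion 1.35 nM · Buffer or medium – Tris pH 7.5 · Incubation – Compound–protein incubation for 5 h at 4 °C · Technique – TR-FRET, Eu(K)-anti-GST donor, streptavidin-D2 acceptor, ex 340, em 617/671 nm · Evaluation – percent inhibition of 671/617 nm emission ratio versus biotin and DMSO controls · Plate – 1536-well format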
PDI inh: blocks human protein disulfide isomerase activity; PDI insulin aggregation turbidity, A650, 90 min; inhibition, % at 10 µM; P07237; 0.052% of 350,000 active;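 active = mean inhibition across replicates of 30% or more, whatever share of single replicates reach that level; inconclusive = mean inhibition below 30% while every single replicate reaches 30%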;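 note: absorbance from insulin aggregation driven by PDI reduction with DTT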
Target sequence (P07237 whole entry, looked up): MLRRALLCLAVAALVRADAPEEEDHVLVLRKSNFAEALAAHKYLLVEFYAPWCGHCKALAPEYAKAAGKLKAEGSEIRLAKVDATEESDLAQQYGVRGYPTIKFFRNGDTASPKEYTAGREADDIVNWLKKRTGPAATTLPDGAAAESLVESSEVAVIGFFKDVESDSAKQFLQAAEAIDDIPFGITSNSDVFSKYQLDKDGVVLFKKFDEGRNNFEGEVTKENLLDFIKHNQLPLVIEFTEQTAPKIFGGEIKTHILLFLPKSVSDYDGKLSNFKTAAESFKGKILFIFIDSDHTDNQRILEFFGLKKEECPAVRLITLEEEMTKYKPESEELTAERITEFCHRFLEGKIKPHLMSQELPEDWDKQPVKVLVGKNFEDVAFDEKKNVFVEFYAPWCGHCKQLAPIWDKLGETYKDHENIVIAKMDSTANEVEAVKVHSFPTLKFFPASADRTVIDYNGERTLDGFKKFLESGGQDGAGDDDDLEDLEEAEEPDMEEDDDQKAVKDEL
Shn3 3UTR inh: Schnurri-3 reporter inhibition in Clone20 osteoblasts; 0.52% of 360,000 active; Clone20 osteoblast Shn3 3'UTR firefly luciferase, 24 h; inhibition, % at 12.5 µM;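 active = mean inhibition of at least 75% with every replicate also reaching 75%; inconclusive = mean inhibition at least 75% but some replicate below; inactive = mean inhibition below 75%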;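 note: 0% = median of neutral control wells and 100% = pilot-screen positive control compound; some compounds past the cut are filed as inactive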
HIF-2a inh: HIF-2a inhibition; 786-0 RCC cells HIF-2a reporter, luciferase luminescence, overnight; inhibition, % at 18.8 µM; 0.72% of 360,000 active; AID 624352;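 active = inhibition of the luminescence signal of 40% or more relative to plate controls, in a single-dose primary screen at 18.75 µM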
CaV13 ICDI inh: Disruptors of the CACNA1D IQ motif to Ca2+-dependent inactivation inhibitor domain association, primary screening, Förster resonance energy transfer in intact living … | HEK cells, CFP/YFP FRET ICDI-IQ, plate reader, 10 min; percent FRET-ratio fall versus neutral wells | inhibition, % at 12.3 µM | 0.098% of 340,000 active;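 active = mean replicate inhibition of at least 30% and at least 1% of replicates passing that level; inconclusive = only one of the two criteria is met; inactive = neither criterion is met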;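 note: 0% = median of the neutral control wells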
NR2E3 ag-2: agonists of human NR2E3 nuclear receptor | inhibition of corepressor binding, % at 3.98 µM | CHO-S Gal4-NCOR/VP16-NR2E3 two-hybrid, luciferase | Q9Y5X4 | 0.35% of 360,000 active | AID 602229;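 active = inhibition above the mean of all tested compounds plus 3 SD, cut at about 70% in these data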;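 note: 0% = DMSO with NR2E3 transfected cells and 100% = cells lacking NR2E3 construct; higher means lower luciferase signal from less NR2E3 corepressor binding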
Peg3 promoter: reduces Peg3 promoter-driven luciferase expression in HeLa | HeLa PEG-Prom luciferase reporter, luminescence, overnight | inhibition, % at 20 µM | 1.7% of 360,000 active;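 active = inhibition of at least 50% at 20 µM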
KKLEB tox: reduces viability of KKLEB cystic fibrosis airway cells; KKLEB CF airway cells viability, ATPlite luminescence, overnight; hits give low values; cells stimulated with P. aeruginosa culture filtrate; activity change (cytotoxicity), % at 5 µM; 0.36% of 360,000 active;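 active = corrected activity change at or below -50% at 5 µM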
TRPM1 prom inh: MITF TRPM1 promoter inhibition in SK-MEL-5 cells; SK-MEL-5 TRPM1 promoter luciferase, 24 h; 0.83% of 330,000 active; inhibition, % at 12.5 µM; AID 488899;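 active = mean inhibition across replicates of 60% or more, whatever share of single replicates reaches that level; inconclusive = some that reach 60%, reason not given; inactive = mean inhibition across replicates below 60%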; note: values of inactives mirror those of a sister screen read the other way
Vif inh: blocks HIV Vif function; HEK293T cells, Vif self-association by quenched fluorescence, imaging, 24 h; inhibition, % at 7.49 µM; 0.35% of 340,000 active; AID 602346; in the data active = inhibition above about 50%, passing the limit was not always enough; inconclusive = no clear call, values can overlap the other calls; inactive = below about 31%; note: some results filed as inactive read as strong as hits
CF NFkB block: blocks PAF-induced NF-kB reporter in cystic fibrosis cells; KKLEB NF-kB-GFP reporter, GFP fluorescence overnight; inhibition, % at 5 µM; 0.86% of 360,000 active; AID 588850;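 active = at least 50% inhibition at 5 µM, scaled per plate between neutral and stimulator controls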;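 note: PAF is a Pseudomonas aeruginosa culture filtrate used as stimulus; plate controls were PAF-stimulated DMSO wells for no effect and unstimulated DMSO wells for full effect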
An asterisk follows results filed as active; ? = inconclusive; nt = no result given.

SMILES	NR2E3 ag-1	PDI inh	Shn3 3UTR inh	HIF-2a inh	CaV13 ICDI inh	NR2E3 ag-2	Peg3 promoter	KKLEB tox	TRPM1 prom inh	Vif inh	CF NFkB block
CC(=O)Nc1ccc2c3c(ccc([N+](=O)[O-])c13)CC2	nt	-2.8	-26.0	10.1	-10.9	2.4	1.5	0.9	nt	-1.9	-34.0
Cc1cc(NC(=O)CNCC(c2ccccc2)N(C)C)c([N+](=O)[O-])cc1C (stereo not drawn)	-2.8	-0.1	-11.0	11.2	-18.2	5.1	-9.9	6.4	1.8	-0.5	-11.1
C=CCn1c(SCC(=O)N(C)C)nc2sc3c(c2c1=O)CCC3	1.1	-14.7	7.1	7.2	-2.8	-11.3	18.9	-11.0	10.9	5.4	-6.1
CCC(C)(C)n1nnnc1C(c1cc2ccc(OC)cc2[nH]c1=O)N1CCc2ccccc21 (stereo not drawn)	0.1	-12.6	12.7	-10.8	-9.2	5.6	-25.9	-2.3	14.0	-1.5	7.8
Cc1nn(Cc2ccccc2)c(C)c1NC(=O)CCCn1nc([N+](=O)[O-])c(Cl)c1C	-1.9	4.0	17.4	15.2	-4.0	6.6	20.6	-10.1	0.8	-2.5	-13.1
CCOP(=O)(c1ccc(N(C)C)cc1)C(O)c1ccncc1 (stereo not drawn)	3.5	-1.0	13.8	14.4	-3.4	-24.0	7.7	4.9	-5.4	0.5	-11.7
Cn1nc(-c2ccccn2)nc2c(=O)n(C)c(=O)nc1-2	41.5*	139.1*	97.6*	71.4*	-4.2	106.7*	104.6*	-99.2*	103.8*	-29.4	99.5*
Cn1c(Cc2cccs2)nnc1SCC(=O)N1CCCc2ccccc21	-1.7	8.7	-3.5	8.0	-4.6	-17.1	2.4	6.3	-6.5	0.5	-5.7
CCCS(=O)(=O)NC(=O)C1(C)CCCN(C(=O)c2cc(C)on2)C1 (stereo not drawn)	nt	-4.3	-11.9	6.7	-4.7	-27.6	9.1	7.9	nt	-10.4	-22.7
O=C1CN(C(=O)COc2ccc(F)cc2Cl)c2ccccc2N1	1.9	-1.4	nt	-60.4	-5.9	-19.9	-30.1	4.2	-1.7	-6.8	-4.9
CCOc1ccccc1C(=O)N(Cc1cccs1)C1CCS(=O)(=O)C1 (stereo not drawn)	0.7	4.2	6.1	5.6	nt	-20.3	2.3	-5.9	0.3	11.6	4.3
CN1C=CC=C/C1=C1/N=C(c2ccccc2)OC1=O	-1.4	10.6	4.9	18.8	2.0	3.7	-42.8	3.9	3.9	4.6	-5.6
COc1ccc(S(=O)(=O)Nc2nnc(CC(C)(C)C)s2)cc1	-4.2	-3.9	-0.5	13.4	-2.8	-2.4	14.4	6.5	-3.3	1.2	-9.9
CCOc1ccc2nc(SCC(=O)NC(=O)C(C)C)sc2c1	nt	-0.1	-7.4	-57.4	-8.0	13.1	-39.4	-1.0	-13.1	1.2	-1.9
CCN(Cc1ccncc1)C(=S)Nc1c(C)cccc1C	-1.4	-2.2	18.3	19.1	-1.4	-33.2	1.4	6.9	0.2	-3.5	-10.1
COc1ccc(-c2c(C#Cc3ccsc3)c3cc(-c4ccc5cc[nH]c5c4)ccc3n2C)cc1	nt	0.3	-33.8	-63.5	-4.7	-29.0	-31.0	-7.1	1.6	-5.0	-9.4
CC(=O)c1sc(NC(=O)c2cc(-c3ccccc3)nn2-c2ccccc2)nc1C	4.9	-6.2	4.4	-20.4	-19.3	-10.6	12.7	-12.1	0.6	-12.5	-9.5
Cc1ccc2c(c1)[C@H]1[C@H](CO2)[C@H](c2ccccc2)[C@]2(C)C(=O)N(C)CC(=O)N12	nt	17.1	-9.4	7.1	-7.0	11.9	8.4	-8.3	-4.1	5.4	-4.0
CNc1nc(Sc2ccccc2)cc(C(F)(F)F)n1	1.3	-3.3	0.2	11.0	-5.6	-7.5	2.5	-3.1	-17.9	-4.4	16.2
COc1ccc(/C=N/N=C2/CC(C)(C)Cc3n[nH]c(=O)cc32)cc1	0.8	3.6	-10.9	-4.1	-4.7	-13.1	8.4	5.8	5.6	10.3	-8.0
CCCN(CCC)c1cc(Cl)nc(N)n1	-0.4	9.7	-4.3	21.4	2.8	-10.3	15.4	-4.8	-3.1	-6.6	12.2
Cc1ccc(F)cc1S(=O)(=O)Nc1cccc(C(=O)N2CCCC(C(N)=O)C2)c1 (stereo not drawn)	4.2	-3.9	2.0	9.4	-6.4	-34.4	1.7	3.7	2.7	-2.4	7.1
CC(=O)Nc1cccc(/C(C)=N/NS(=O)(=O)c2ccc(C)cc2)c1	0.7	-2.4	-4.3	9.4	-4.2	-18.0	-8.2	3.5	-9.5	16.3	-8.9
Fc1ccc(CNCc2ccc3c(c2)OCO3)cc1	0.0	8.7	7.0	-8.1	-5.1	-3.9	-11.8	2.4	-2.9	-3.4	4.5
COc1ccc(CN(C)CC(O)COc2ccc(C(=O)c3ccccc3)cc2)c(OC)c1OC (stereo not drawn)	-0.6	-2.5	5.7	17.6	-2.8	-6.9	31.7	0.0	-5.0	-20.0	7.9
Cn1cc(C(=O)CCl)c2ccccc21	nt	13.3	14.4	9.3	-3.3	-1.5	50.0*	-15.4	82.9*	1.5	54.3*
N#CC1=C2SCC(O)(c3ccccc3)N2C(=O)CC1c1ccccc1F (stereo not drawn)	4.0	7.7	10.0	-9.8	-5.0	-60.5	4.3	-21.4	28.3	nt	-25.2
O=c1c(-c2ccc(O)cc2)coc2c(C3O[C@H](CO)[C@@H](O)[C@H](O)[C@H]3O)c(O)ccc12 (stereo partly drawn)	0.4	3.5	-8.4	18.4	-20.5	-20.3	0.7	4.3	7.2	nt	5.1
CCCOc1ccccc1Cn1c(=O)oc2ccccc21	3.0	9.2	1.6	7.5	-5.6	-19.1	4.5	-9.7	3.8	?	10.6
CCc1ccc(NC(=O)CSC2=C(C#N)C(c3ccco3)C3=C(CCCC3=O)N2)cc1 (stereo not drawn)	1.8	3.9	9.2	-3.0	nt	-3.2	4.6	-12.4	1.3	-0.2	4.4
NS(=O)(=O)c1ccc(N/C=C/C(=O)c2ccc(Br)cc2)cc1	-0.5	2.4	14.9	-176.1	-2.9	-89.1	-113.9	15.1	-18.5	-4.6	-1.6
COC1=CC(=O)CC(C)C12Oc1cc(OC)cc(OC)c1C2=O (stereo not drawn)	-0.2	nt	-14.1	-4.5	nt	-20.4	-6.1	-8.3	1.7	-1.0	-9.1
Cc1c(C)c2ccc(OCC(=O)N[C@@H](Cc3ccccc3)C(=O)O)cc2oc1=O	-4.1	nt	1.2	4.8	nt	-37.5	8.5	9.2	-0.8	?	5.7
O=C(CN1CCOCC1)Nc1ccc(OC(F)(F)F)cc1	0.5	12.2	0.1	-26.2	-3.2	-48.6	-21.3	7.3	-2.2	-11.7	-4.0
O=C(NCc1ccc(Cl)cc1)C1CCCN1C(=O)Nc1ccc(F)cc1 (stereo not drawn)	3.8	7.1	-0.4	11.0	-3.9	-0.1	7.8	-6.6	3.8	-4.2	13.2
CC1CN(C(=O)c2ccc(COc3ccccc3Cl)o2)CC(C)O1 (stereo not drawn)	3.5	-0.2	-14.6	8.1	-7.3	-12.3	7.2	-9.3	14.4	3.4	8.8
CN1CCN(c2ccc(CNC[C@H]3O[C@@H](n4cnc5c(=O)[nH]c(N)nc54)[C@H](O)[C@@H]3O)c(S(C)(=O)=O)c2)CC1	nt	nt	7.3	13.2	-2.1	-0.4	5.6	-2.9	nt	nt	-1.7
Cc1nn(C)cc1CN(C)C(=O)c1cc(COc2ccc(F)cc2F)on1	1.6	6.2	7.5	-10.5	-4.3	-19.1	-11.0	-4.7	-4.2	8.0	-0.4
COc1cccc(NC(=O)CN(C)C(=O)CN2C(=O)NC3(CCCC3)C2=O)c1	-3.2	-2.2	-4.6	-5.6	-6.6	-6.5	0.5	1.5	5.6	9.4	1.0
COc1ccc([C@H]2CC(=O)C=C(c3ccc(C)cc3)C2)cc1OC	6.2	0.4	36.8	7.0	-3.9	22.0	14.7	-10.3	2.7	-3.6	20.6
Cc1ccc(C)c(N2CCN(S(=O)(=O)CC34CCC(CC3=O)C4(C)C)CC2)c1 (stereo not drawn)	2.6	7.3	18.7	16.6	-5.1	-14.4	16.4	5.8	3.2	-9.5	2.0
Cc1ccc(NS(=O)(=O)c2ccc3[nH]c(=O)sc3c2)cc1	2.7	-3.4	4.3	15.5	-3.0	12.0	10.4	2.1	4.9	-16.1	-1.7
Cc1cccc(CC2SC(N)=NC2=O)c1 (stereo not drawn)	2.4	6.5	-14.3	12.4	-13.4	2.9	3.7	7.9	12.7	-2.0	-1.5
C=CCn1c(SCC(=O)Nc2nnc(CC)s2)nnc1-c1ccncc1	-0.4	-2.7	-3.9	13.4	9.5	-3.4	6.4	-5.2	5.0	-6.7	11.1
Cc1cc(SCc2ccccc2)nc(=O)[nH]1	6.7	0.4	-17.7	1.6	2.7	5.5	0.3	-2.4	-17.8	nt	-1.1
COC(=O)C1=C(C)N(CCCC(=O)O)C(=O)NC1c1ccc(Br)cc1 (stereo not drawn)	-0.9	-1.1	13.5	5.1	-10.6	15.6	0.5	5.7	9.0	-0.6	9.4
O=C(C[C@@H]1C/C=C/CC[C@H](Cc2ccc(F)cc2)C(=O)OC[C@@H](Cc2ccccc2)NC1=O)N[C@H](CO)Cc1ccccc1	nt	0.6	54.1	9.2	-4.9	9.1	81.6*	-91.0*	90.8*	7.6	62.3*
COc1ccc(CNS(=O)(=O)CCNC(=O)c2ccccc2)cc1	-2.0	-7.1	10.5	21.6	-14.3	6.2	6.3	6.2	0.3	-6.5	-9.7
COc1ccc(-c2ccc(NCCC3=CCCCC3)nn2)cc1OC	-0.9	4.3	9.7	-11.6	-7.1	4.7	5.8	5.5	-29.5	nt	0.6
CCOC(=O)/C(C#N)=C\c1cn(C)c2ccccc12	1.0	3.0	7.7	-29.8	-3.6	-3.1	-8.7	19.1	5.0	0.5	-50.6
Cc1c(Cl)ccc2c1NC(=O)[C@]21N[C@@H](CCC(N)=O)[C@H]2C(=O)N(c3ccc(F)cc3)C(=O)[C@H]21	0.2	1.7	-0.2	-1.3	-4.4	-11.8	10.6	4.9	3.3	-2.1	2.9

2 records drawn at random from the list so far:
SMILES	NR2E3 ag-1	PDI inh	Shn3 3UTR inh	HIF-2a inh	CaV13 ICDI inh	NR2E3 ag-2	Peg3 promoter	KKLEB tox	TRPM1 prom inh	Vif inh	CF NFkB block
Cc1ccc(F)cc1S(=O)(=O)Nc1cccc(C(=O)N2CCCC(C(N)=O)C2)c1 (stereo not drawn)	4.2	-3.9	2.0	9.4	-6.4	-34.4	1.7	3.7	2.7	-2.4	7.1
C=CCn1c(SCC(=O)N(C)C)nc2sc3c(c2c1=O)CCC3	1.1	-14.7	7.1	7.2	-2.8	-11.3	18.9	-11.0	10.9	5.4	-6.1
